Screens from PubChem BioAssay.
TRPC6 inhibitor – mouse TRPC6 channel inhibitors, primary screen, cell-based, HEK293, membrane potential dye; B-score at 10 µM; hit rate 1.1% among 310,000; Short transient receptor potential channel 6 (Mus musculus), Q61143; ACh-evoked depolarization; hits give low values; AID 2553, 2010;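 active = B-score under library mean minus 3 SD, initial fluorescence not abnormally high, positive integrated signal ratio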;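 also: B-score derived from integrated fluorescence ratio over the kinetic read; more negative B-score means stronger inhibition of depolarization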
Target sequence (Q61143 whole entry, looked up): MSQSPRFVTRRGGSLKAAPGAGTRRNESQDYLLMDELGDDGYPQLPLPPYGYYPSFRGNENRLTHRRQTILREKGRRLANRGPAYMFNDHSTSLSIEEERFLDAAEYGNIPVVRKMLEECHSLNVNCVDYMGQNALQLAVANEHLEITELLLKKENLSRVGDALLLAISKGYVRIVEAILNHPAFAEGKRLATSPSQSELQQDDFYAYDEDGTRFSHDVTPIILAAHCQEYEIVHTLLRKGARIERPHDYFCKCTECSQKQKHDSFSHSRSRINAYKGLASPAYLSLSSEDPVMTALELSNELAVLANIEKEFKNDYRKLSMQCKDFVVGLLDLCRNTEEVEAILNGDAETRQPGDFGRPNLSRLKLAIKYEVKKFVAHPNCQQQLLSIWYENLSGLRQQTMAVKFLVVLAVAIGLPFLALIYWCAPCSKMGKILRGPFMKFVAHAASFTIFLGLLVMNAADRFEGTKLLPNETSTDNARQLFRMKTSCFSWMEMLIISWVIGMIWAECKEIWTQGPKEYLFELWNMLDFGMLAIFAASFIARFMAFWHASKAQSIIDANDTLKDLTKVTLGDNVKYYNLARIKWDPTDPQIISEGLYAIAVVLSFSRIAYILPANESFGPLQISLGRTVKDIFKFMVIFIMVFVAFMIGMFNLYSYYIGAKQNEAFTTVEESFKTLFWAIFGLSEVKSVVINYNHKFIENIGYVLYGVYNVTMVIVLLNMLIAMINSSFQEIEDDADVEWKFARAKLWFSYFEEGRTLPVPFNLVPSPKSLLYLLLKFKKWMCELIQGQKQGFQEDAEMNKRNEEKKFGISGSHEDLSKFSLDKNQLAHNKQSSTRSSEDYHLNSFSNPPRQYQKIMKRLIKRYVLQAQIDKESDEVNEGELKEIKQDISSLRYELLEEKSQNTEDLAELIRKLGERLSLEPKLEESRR
TRPC6 act – mouse TRPC6 channel activators, primary screen, cell-based, HEK293, membrane potential dye; Short transient receptor potential channel 6 (Mus musculus), Q61143; HEK293-TRPC6 membrane potential dye fluorescence; hits give high values; B-score at 10 µM; hit rate 0.13% among 310,000; AID 2550, 2010;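 active = B-score of the integrated fluorescence ratio above library mean plus 3 SD, and starting fluorescence ratio within library mean plus 5 SD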;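 also: higher score means more depolarization so channel activation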
MrgX1 allo act – positive allosteric modulators of MrgX1, primary screen, HEK293 cells, Fluo-4 calcium flux; Mas-related G-protein coupled receptor member X1 (Homo sapiens), Q96LB2; FDSS; hits give high values; B-score at 10 µM; hit rate 0.63% among 310,000; AID 588675, 2011;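 active = plate-corrected calcium response at least 3 library SD above typical, normal starting fluorescence, not activating the receptor alone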;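 also: compound read alongside a low EC10 to EC30 dose of BAM8-22 agonist; peak minus trough fluorescence over baseline measured at the second addition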
MrgX1 ag – agonists of human MrgX1 receptor, primary screen, HEK293 cells, Fluo-4 calcium flux | Mas-related G-protein coupled receptor member X1 (Homo sapiens), Q96LB2 | Fluo-4 calcium fluorescence, agonist mode; hits give high values | B-score at 10 µM | hit rate 0.44% among 310,000;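 active = calcium response B-score plate-corrected fluorescence ratio at least 3 library SD, with starting fluorescence B-score inside 5 SD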
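Assay system: MrgX1-expressing HEK293 cells / Amount: fifteen thousand cells per well / Doses: test compound in the initial addition of three / Timing: cells plated overnight, dye loaded 0.5 h 37 °C, 0.5 h room temperature / Technique: kinetic calcium dye fluorescence, Fluo-4 NW / Control set: positive and negative controls per plate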
Platelet DG rel – inhibitors of platelet dense granule secretion, primary screen, cell-based, MLPCN, human platelets. human platelet-rich plasma, SFLLRN dense granule ATP release, luminescence. inhibition, %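 (compounds screened at 7.5 µM in platelet-rich plasma)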. hit rate 0.22% among 300,000. AID 1663, 2009;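 active = mean replicate score, as percent of positive control, at or above 50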
RGS4 block – RGS4 inhibitors, primary screen, cell-based, HEK293 M3R inducible RGS4, calcium flux | hit rate 0.45% among 310,000 | B-score at 10 µM | Fluo-4 calcium flux; hits give high values; triggered by carbachol at its EC20;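 active = B-score, a plate-corrected calcium signal, over three deviations above library mean, with baseline fluorescence within five deviations of library mean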;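 also: RGS4 expression induced by doxycycline in cells with stable M3 receptor; B-score is computed from the integrated fluorescence ratio over baseline after carbachol; higher B-score means a larger calcium signal and so more RGS4 inhibition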
RGS4 act – RGS4 potentiators or activators, primary screen, cell-based, HEK293 M3R inducible RGS4, calcium flux; carbachol calcium flux Fluo4; hits give low values; B-score at 10 µM; hit rate 0.92% among 310,000;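 active = B-score of the integrated calcium signal more than 4 SD below the library mean, with starting fluorescence not abnormally high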;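 also: negative B-score means reduced calcium response which marks RGS4 activation or potentiation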
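Assay system: HEK293 FlpIn-TREx cells, stable M3R, doxycycline-inducible RGS4 / Probe or stimulus: carbachol, ECmax concentration / Times: overnight RGS4 induction, 30 min dye load 37 °C, 20 min compound RT / Signal: kinetic calcium fluorescence imaging with Fluo4-AM dye, 2 µM / Measure: Agonist-evoked peak-minus-minimum fluorescence over baseline, integrated ratio, B score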
MrgX1 antagonist – antagonists of human MrgX1 receptor, primary screen, HEK293 cells, Fluo-4 calcium flux | BAM8-22 antagonism; hits give low values | B-score at 10 µM | hit rate 1.3% among 310,000;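 active = calcium-response B-score plate-corrected more than 3 library SD below zero, starting fluorescence within 5 deviations, no agonist response on first addition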;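 also: peak minus trough fluorescence over baseline after final BAM8-22 challenge near maximal dose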
SKKanGAS inh – S. pyogenes SKKanGAS growth inhibitors in kanamycin, primary screen, streptokinase expression inhibitor project, SKKanGAS strain, BacTiter-Glo luminescence | AID 1662, 2009 | hit rate 1.3% among 300,000 | 6 h | inhibition, % at 7.5 µM;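 active = mean replicate score, as percent of positive control median, at least 50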;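 also: strain carries kanamycin resistance gene driven by streptokinase promoter and grows in 40 µg/ml kanamycin; loss of luminescence reflects streptokinase promoter inhibition or plain growth inhibition; 0% = median of DMSO wells and 100% = positive control at its reference dose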
TRPC4 block – inhibitors of mouse TRPC4 channel, primary screen, Fluo4 calcium, HEK293 TRPC4beta/mu-opioid cells; Short transient receptor potential channel 4 (Mus musculus), Q9QUQ5; DAMGO-evoked Fluo4 calcium flux; hits give low values; B-score at 10 µM; hit rate 0.39% among 300,000; AID 2247, 2010;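 active = B-score over 3 SD under the library average, no early fluorescence shift, positive overall ratio signal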
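Assay system: Stable TRPC4beta/mu-opioid receptor HEK293 cells | Reagent: DAMGO in two steps, submaximal then maximal | Compound dosing: Single concentration per test compound | Signal: Fluo4 Ca2+ flux fluorescence | Evaluation: Per-well B score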
HIF activator – HIF pathway transcriptional activators, primary screen, cell-based, U2OS HRE-luciferase, luminescence; activation, % at 7.5 µM (by protocol); hit rate 0.32% among 300,000; AID 1910, 2009; U2OS HRE-luciferase reporter; normalized: DMSO 0%, desferrioxamine 100%;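 active = mean activation of at least 10% of the iron chelator positive control signal, with at least half of replicates also reaching 10%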
* marks the source's active call; other numbers are inactive results; i = inactive; . = no result given. Rows are unselected; 6.1% or so of the library scored in one or more.

SMILES	TRPC6 inhibitor	TRPC6 act	MrgX1 allo act	MrgX1 ag	Platelet DG rel	RGS4 block	RGS4 act	MrgX1 antagonist	SKKanGAS inh	TRPC4 block	HIF activator
COc1ccc(CCNCCC(=O)Nc2c(C)cc(C)cc2C)cc1OC	i	i	i	i	2	i	i	i	4	i	-0.7
Cn1cc(Cl)c(C(=O)Nc2nc3ccc([N+](=O)[O-])cc3s2)n1	i	i	i	i	-1	i	i	i	0	i	0.3
COc1ccc(NC(=O)Cn2c(=O)n(CCC(=O)NCC3CCCO3)c(=O)c3cc(OC)c(OC)cc32)cc1 (configuration not stated)	i	i	i	i	12	i	i	i	12	i	-0.2
O=C(CN1C(=O)COc2ccc(Cl)cc21)Nc1ccc2c(c1)OCCO2	i	i	i	i	9	i	i	i	-3	i	82*
O=C(NCCCN1CCCC1)c1ccc2c(c1)N(Cc1ccc(F)cc1)C(=O)c1ccccc1S2=O (configuration not stated)	i	i	i	i	4	i	i	i	5	i	0.5
Cc1nc([N+](=O)[O-])cn1CC(=O)c1ccc(F)cc1	i	i	i	i	1	i	i	i	0	i	-0.4
CCOC(=O)[C@@H]1[C@H]2COc3ccccc3[C@@H]2N2C(=O)N(c3ccc(Cl)cc3)C(=O)[C@]12C	i	i	i	i	0	i	i	i	-5	i	0.9
COc1ccc2[nH]c(C(=O)N/N=C/c3cc(OC)c(OC)c(OC)c3)cc2c1	i	i	i	i	-3	i	i	i	-4	i	-20
CCOC(=O)C(C)Oc1cc(Cl)c(C=O)cc1OC (configuration not stated)	i	i	i	i	-9	i	i	i	-3	i	0.1
COc1ccc(CC(=O)NNC(=O)c2cnccn2)cc1	i	i	i	i	0	i	i	i	-1	i	-0.3
COc1ccc(-c2cc3nc(C)cc(NCCO)n3n2)cc1	-9*	i	i	i	1	i	i	i	3	i	0.4
Cc1cc(NS(=O)(=O)c2ccc(NC(=O)c3cc(-c4ccccc4Cl)nc4ccccc34)cc2)no1	i	i	i	34*	-8	i	i	i	34	i	-0.1
COc1ccc(-c2cn[nH]c2-c2ccc(O)cc2O)cc1	i	i	i	i	3	i	i	i	0	i	2.2
C/C(=N/OC(=O)c1c(-c2c(F)cccc2Cl)noc1C)c1cnccn1	i	i	i	i	-4	i	i	i	-6	i	-0.2
CCC(C(=O)NCCCN1CCN(C)CC1)n1nc(C)c2sc3ccccc3c2c1=O (configuration not stated)	i	i	i	i	6	i	i	i	0	i	0.5
Cc1ccc(-c2nn[nH]n2)cc1Cl	i	i	i	i	-6	i	i	i	-13	i	-0.1
C/C(=C\C(=O)c1ccccc1)NCc1ccc(F)cc1	i	i	7.4*	i	-6	i	i	i	0	i	-0.4
Cc1csc(NC(=O)NC2(C(F)(F)F)Oc3ccccc3O2)n1	i	i	i	i	-5	i	i	i	-4	i	0.1
CCc1ccc(-c2nnn(Cc3nn[nH]n3)n2)cc1	i	i	i	i	4	i	i	i	4	i	0.7
CC1CCc2nn(CC(=O)N3CCc4ccccc43)cc2C1 (configuration not stated)	i	i	i	i	3	i	i	i	-4	i	0.4
COc1ccc(-c2nc3ccccc3n2OC(C)C(=O)O)cc1 (configuration not stated)	i	i	i	i	5	i	i	i	8	i	1.6
Fc1cccc(Cn2ccc(-c3ccc4c(c3)OCO4)n2)c1	i	i	i	i	-3	i	i	i	8	i	4.2
Cc1cc(NC(=O)C(C)C)ncc1NC(=O)c1ccco1	i	i	i	i	-11	i	i	i	4	i	2.5
CCN(CC(=O)Nc1ccc2c(c1)OCCO2)C(=O)/C=C/c1ccc(OC)c(OC)c1	i	i	i	i	5	i	i	i	-6	i	0.3
Cc1cc(C(=O)NNC(=O)COc2c(C)cc(Br)cc2C)n[nH]1	i	i	i	i	2	i	i	i	10	i	-0.2
CCCCOC(=O)Cn1c(=O)n(CC(=O)OCCCC)c2ccccc21	i	i	i	i	-3	i	i	i	6	i	-0.5
COc1cc(N(C)C)c([N+](=O)[O-])cc1C(=O)N1CCN(Cc2ccccc2)CC1	i	i	i	i	3	i	i	i	2	i	0.5
O=C(O)C[C@]1(C(=O)Nc2ccc(F)cc2)CC(/C=C/c2ccccc2)=NO1	i	i	i	i	-5	i	i	i	2	i	0.7
COC(=O)CN(c1ccccc1OC)S(=O)(=O)c1ccccc1	i	i	i	i	2	i	i	i	-3	i	-0.6
CCC(C)n1cnc2c(c1=O)c1nc3ccccc3nc1n2Cc1ccc2c(c1)OCO2 (configuration not stated)	i	i	.	.	9	i	i	.	32	i	-0.1
O=C1CC(SC(=Nc2ccccc2)Nc2ccccc2)C(=O)N1c1ccc(Cl)c(Cl)c1 (configuration not stated)	i	i	i	i	-1	i	i	i	72*	i	0.4
O=C(CC1C(=O)NCCN1Cc1cccc(F)c1)NC1CCCCC1 (configuration not stated)	i	i	i	i	-7	i	i	i	-1	i	-0.1
Cc1ccc(NC(=O)CCc2nc3sc4c(c3c(=O)[nH]2)CCCC4)c(Br)c1	i	i	i	i	-6	i	i	i	-6	i	-0.9
COc1ccccc1NC(=O)Cc1nnc(SCC(=O)NC2=NCCS2)n1C	i	i	i	i	0	i	i	i	0	i	-1.5
Cn1c(=O)[nH]c(=O)c2c1nc(SCCO)n2Cc1ccccc1Cl	i	i	i	i	-2	i	i	i	-1	i	-0.5
COc1cc(Cl)c(C)cc1NC(=O)CN1CCCCCC1	i	i	i	i	1	i	i	i	6	i	0.1
NC(=O)c1oc2ccccc2c1NC(=O)c1ccc(F)cc1	i	i	i	i	-31	i	i	i	-5	i	0.6
Cc1nc(SCC(=O)N2CCC(C(N)=O)CC2)n[nH]1	i	i	i	i	11	i	i	i	-2	i	-0.6
CCCSc1nc(C)c(CC(=O)O)c(=O)[nH]1	i	i	i	i	2	i	i	i	-4	i	0.0
Clc1cccc(CN2CCN(c3nc4nonc4nc3NC3CC3)CC2)c1	i	i	i	i	3	i	i	i	6	i	-0.1
O=C(CCNS(=O)(=O)c1ccc(Br)s1)NC1CCCC1	i	i	i	i	-10	i	i	i	-9	.	-0.4
S=C(Nc1ccccc1)Nc1cc(Cl)ccc1Oc1ccccc1	i	i	9.1*	i	-4	i	i	i	14	-6*	-13
C=CCn1c(SCC(=O)Nc2nc(C)cs2)nnc1C(NC(=O)c1ccccc1)C(C)C (configuration not stated)	i	i	i	i	4	i	i	i	0	i	-0.1
CC(C)C[C@H](NC(=O)[C@H](Cc1ccccc1)n1c(=O)[nH]c2ccccc2c1=O)C(=O)N1CCC(C(=O)O)CC1	i	i	i	i	0	i	i	i	0	i	0.0
Cn1cc(-c2nnnn2-c2ccc(Cl)cc2)c(C(F)(F)F)n1	i	i	i	i	-1	i	i	i	2	i	-0.8
COc1ccc(NC(=O)c2ccc(C#CC(C)(C)O)cc2)cc1	i	i	i	i	-3	i	i	i	1	i	0.4
CCCCNC(=O)Cn1cnc2sc(C)c(S(=O)(=O)N3CCN(c4ncccn4)CC3)c2c1=O	i	i	i	i	0	i	i	i	0	i	-0.4
COC(=O)c1ccc(Sc2ccccc2NS(=O)(=O)c2ccc(OC)cc2)nc1	i	i	i	i	-3	i	i	i	-6	i	-0.4
O=C(COc1cc(Cl)ccc1Cl)Nc1nnc(C2CC2)s1	i	i	i	i	-27	i	i	-4.6*	-14	i	-0.1
CN(CC(=O)Nc1ccc(Cl)c(C(F)(F)F)c1)C(=O)C1CC(=O)N(Cc2ccco2)C1 (configuration not stated)	i	i	i	i	-21	i	i	i	4	i	-0.4
CN(C)C(=O)CN1CCN(Cc2nc(CC3CC3)no2)CC1	i	i	i	i	-2	i	i	i	-1	i	-0.1
OCCOCCOc1ccccc1OCCOCCO	i	i	i	i	8	i	i	i	4	i	-0.3
CCCc1cc(C(=O)NC2CCCC2)no1	i	i	i	i	85*	i	i	i	1	i	3.0
COC(=O)c1c(NC(=O)c2c(-c3ccccc3Cl)noc2C)sc2c1CCC2	i	i	i	i	1	i	i	i	5	i	0.4
COc1ccc(OC)c(N/C(C)=C/C(=O)c2ccc(Br)cc2)c1	i	i	i	i	-10	i	i	i	-6	i	0.6
O=C(CSc1nnc(CNC(=O)c2ccco2)o1)c1ccccc1	i	i	i	i	.	i	i	i	-6	i	-0.1
N#Cc1c(NC(=O)c2ccc(Cn3cc(Br)cn3)o2)sc2c1CCCCCC2	i	i	i	i	-3	i	i	i	43	i	-0.3
CC(=O)Oc1ccc(/C=N/NC(=O)CCSc2ccccc2)cc1	i	i	i	i	2	i	i	i	7	i	0.1
CCOCCOC(NC(=O)c1ccccc1)(C(F)(F)F)C(F)(F)F	i	i	i	i	-2	i	i	i	2	i	-0.3
CC1(C)C2CCC1(CS(=O)(=O)Nc1ccc(S(=O)(=O)N3CCCC3)cc1)C(=O)C2 (configuration not stated)	i	i	i	i	3	i	i	i	-13	i	-0.5
Cc1cc(NC(=O)COC(=O)CCNS(=O)(=O)c2cccc(C(F)(F)F)c2)no1	i	i	i	i	14	i	i	i	-4	i	-0.1
CC(C)(C)Cc1nnc(NC(=O)Cc2cccs2)s1	i	i	i	i	6	i	i	i	11	i	0.4
